Compound activity: PubChem, Sanford-Burnham Center for Chemical Genomics
TAG inh: inhibitors of triacylglycerol accumulation; AID 651582; H9c2 cells, Nile Red lipid (TAG) fluorescence; cells loaded with 200 µM oleic acid; 230,000 compounds, 0.66% hits; inhibition, % at 12.5 µM;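 active = pattern-corrected inhibition of lipid staining of at least 50% with the nuclear-stain viability signal not falling by more than 50%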;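 also: 0% = DMSO wells and 100% = triacsin C control wells; some results filed as inactive read as strong as hits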
TAG inh DAPI viability: further read-out of TAG inh, marked with its call; DAPI nuclei signal change (viability), lower = more cytotoxic, %;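 whole-well DAPI fluorescence read on a plate reader as a viability signal; minus 50 percent equals half of cells still viable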
Numbers without * were called inactive. Not all compounds are listed. The share of hits here may be higher or lower than overall.

Value order – TAG inh | TAG inh DAPI viability
Cc1ccc(-c2nnc(OCCN3CCOCC3)c3ccccc23)cc1
    8 | -5
COc1ccc(C(=O)COC(=O)c2ccccc2C(=O)N(C)c2ccccc2)c(OC)c1
    -5 | -9
O=C(NC1CC1)C1CCN(C2CCN(C(=O)Cc3ccc(F)cc3)CC2)CC1
    -2 | 3
Cc1c(NC(=O)CN(c2ccccc2)S(=O)(=O)c2ccc(F)cc2)c(=O)n(-c2ccccc2)n1C
    5 | 11
CSc1ccc(C(=O)C2CCCN(C(=O)c3csc(C(C)=O)c3)C2)cc1 (configuration not stated)
    11 | 10
C/C(=C\C(=O)c1ccccc1)Nc1ccc(Br)c(Cl)c1
    -18 | 2
Cc1cc(S(=O)(=O)NC2CCCCC2)ccc1OCC(=O)NCc1ccccn1
    20 | -18
CCOc1ccc(Nc2nc(N)nc(CN3CCN(c4ccccc4F)CC3)n2)cc1
    10 | 16
O=S(=O)(NCCc1csc(-c2cccnc2)n1)c1ccc(Cl)s1
    -12 | 10
CC(C)CCOc1ccc(C2(C)NC(=O)N(CN3CCOCC3)C2=O)cc1 (configuration not stated)
    7 | -2
CCOC(=O)C1=C(C)Nc2nnnn2C1c1ccc(OC)c(Br)c1 (configuration not stated)
    3 | 0
CC(C)(C)NC(=O)CN1C(=O)c2cccc3cccc1c23
    -12 | 12
CCn1c(SCC(=O)N2CCCC2)nc2ccccc21
    9 | -4
Cc1ccc(S(=O)(=O)Nc2cccc(C(=O)NCC(C)(C)N3CCOCC3)c2)cc1F
    3 | 1
CCNS(=O)(=O)c1ccc(NC(=O)Nc2cc(C)ccc2OC)cc1
    21 | -10
C/C(N)=C(/C#N)C(=O)COC(=O)CSc1ccccc1
    -19 | 3
O=C(O)CSC1CC(=O)N(c2ccc(Cl)c(Cl)c2)C1=O (configuration not stated)
    9 | 10
O=C(CNS(=O)(=O)c1ccc(Cl)cc1)N/N=C/c1ccco1
    -24 | 7
NC(=O)CC(NC(=O)Cc1cccc2ccccc12)c1ccc(NCCOc2ccccc2)c([N+](=O)[O-])c1 (configuration not stated)
    -14 | -14
CCCCCCN1C[C@H](O)[C@@H](n2cc(-c3ccc(F)cc3)nn2)C[C@@H]1c1ccc(C)cc1
    -17 | 17
CCCn1c(N)c(C(=O)CN2CCN(S(=O)(=O)c3cccc(Cl)c3)CC2)c(=O)[nH]c1=O
    2 | 3
O=C(COc1cccc(Br)c1)N/N=C/C(=O)c1ccccc1
    -3 | 0
O=C(Nc1ccccc1)N1N=CCC1c1ccccc1 (configuration not stated)
    15 | -18
Cc1ccc(F)c(S(=O)(=O)NC(=O)C2(C)CCN2C(=O)Cc2ccsc2)c1 (configuration not stated)
    -5 | 15
CNc1cc(N2CCN(S(=O)(=O)N(C)C)CC2)ccc1[N+](=O)[O-]
    2 | 0
COc1ccc(-c2cc(-c3ccc(Cl)cc3)c(C#N)c(SCC(=O)O)n2)cc1
    -5 | 3
Cc1ccc(C(=O)Nc2cccc(-c3ccc(N4CCOCC4)nn3)c2)cc1
    2 | 6
Cc1ccc(C(=O)NCC2CCCO2)cc1N1CCCC1=O (configuration not stated)
    20 | -8
CCCn1c(N2CCN(CC(=O)Nc3ccc4c(c3)OCCO4)CC2)nc2ccccc21
    0 | 6
CCc1ccc(S(=O)(=O)NCCOc2cccc3cccnc23)cc1
    -1 | 5
COc1ccccc1CN(C)CC(=O)Nc1ccc(Cl)cc1C(F)(F)F
    -27 | 13
CCOc1ccc(C(C)=O)cc1CSc1nc(C)cc(C)n1
    4 | -4
CN1CCN(S(=O)(=O)c2ccc(Sc3nnc(-c4cccs4)n3-c3ccccc3)nc2)CC1
    -18 | -6
CCCN(CC1CC1)C(=S)Nc1ccccc1F
    0 | -3
Cc1sc2nc3ccc(N4CCCCC4)nn3c(=O)c2c1C
    -12 | 20
COc1ccccc1OCc1cc(C(=O)N2CCN(C)C(c3ccccc3)C2)no1 (configuration not stated)
    10 | 4
C/C=C/C(=O)OCC(=O)Nc1ccccc1Br
    18 | -7
CCN1C(=O)[C@H]2[C@@H](c3ccc(C)cc3)N[C@]3(CCCN(Cc4ccc(F)cc4)C3=O)[C@H]2C1=O
    -19 | 21
C/C(CC(=O)Nc1ccc(OCc2ccccc2)cc1)=N\NC(=O)C(=O)Nc1ccc(C)c(Cl)c1
    9 | -12
Cc1nc2ccccc2n1C(=O)N(C)C
    -4 | -8
CSc1cccc(NC(=S)N2CCC(N(C)C3CCCC3)CC2)c1
    2 | 3
Cc1ccc(S(=O)(=O)CCC(=O)N2CCc3ccccc32)cc1
    -2 | 6
Cc1ccc(-c2ccnc3nc(-n4cccc4)nn23)o1
    4 | -4
COc1ccc(-c2csc(N=C(N)N)n2)cc1
    -8 | 7
COc1cc(OC)cc(C(=O)NNS(=O)(=O)c2ccc(F)cc2)c1
    -1 | 4
CCOc1ccc(N2C(=O)CC(NC3CCCCNC3=O)C2=O)cc1 (configuration not stated)
    -25 | 3
COc1cccc(S(=O)(=O)N(C)C[C@@H]2OCc3cn(nn3)CCCC(=O)N([C@@H](C)CO)C[C@H]2C)c1
    -4 | 3
Cn1nnnc1SCC(=O)Nc1nc2ccccc2s1
    12 | -19
O=C(NCCC1CCCCN1S(=O)(=O)c1ccccc1)C(=O)NCc1ccco1 (configuration not stated)
    4 | 6
CN(CC(=O)Nc1cccc(F)c1)C(=O)c1cccc(S(=O)(=O)N2CC3(C)CC2CC(C)(C)C3)c1 (configuration not stated)
    -20 | -3

Next section.
Value order – TAG inh | TAG inh DAPI viability
CCCc1cnc(Nc2nc(C(N)Cc3ccc(C(F)(F)F)cc3)cs2)nc1 (configuration not stated)
    19 | -9
Cc1ccc(CCNC(=O)CNC(=O)c2cccs2)cc1
    -6 | 8
COc1cc(C(=O)NCC(=O)OCc2ccc(F)cc2)cc(OC)c1OC
    15 | 0
O=C(c1ccc(F)cc1)N1CCC(C(=O)N2CCN(S(=O)(=O)c3ccccc3Br)CC2)CC1
    -1 | -6
Cc1ccc(NC(=O)CN(C)CC(=O)Nc2cccc(F)c2)cc1S(=O)(=O)N1CCCCCC1
    3 | -2
CCC(C(=O)OCC(=O)c1ccc2c(c1)NC(=O)CO2)c1ccccc1 (configuration not stated)
    -2 | 6
COc1ccc(CCNC(=S)Nc2cc(C)ccc2C)cc1
    -8 | 7
CCOC(=O)C1(CCCc2ccccc2)CCN(C(=O)CCc2cnccn2)CC1
    -4 | 6
c1ccc(-c2csc(NC3=NCCCCC3)n2)cc1
    -10 | 2
COc1ccc(C2=NOC(C(=O)Nc3cccnc3)C2)cc1 (configuration not stated)
    -2 | -10
CCOC(=O)/C(=N\Nc1ccccc1Cl)N1CC(C)OC(C)C1 (configuration not stated)
    0 | -3
CC(=O)Nc1ccc(NC(=O)C(C)OC(=O)[C@@H]2CCCN2C(=O)c2cccs2)cc1 (some centres not stated)
    -15 | -1
CCCCNc1c(-c2ccc(-c3ccc(C(C)=O)cc3)c(OC)c2)nc2cnccn12
    32 | 8
CCCCN1CC(O)=C(c2nc3ccccc3s2)C1=N
    4 | -3
O=C(O)CC1C(=O)NCCN1C/C=C/c1ccccc1 (configuration not stated)
    -4 | 4
CC1CCN(CC(=O)Nc2cccc(Cl)c2)CC1
    -4 | 3
COc1ccc(Nc2nc(-c3ccc4c(c3)NC(=O)CO4)cs2)cc1
    14 | -3
CCCS(=O)(=O)N1CCN(C2CCC(C)CC2)CC1 (configuration not stated)
    -10 | 9
Oc1ccc(C[C@H]2CNCCN2CCc2cccc(F)c2)cc1
    12 | -1
Cc1cc(C)n2nc(C(=O)OCC(=O)N3C(C)CCCC3C)nc2n1 (configuration not stated)
    6 | 4

Four records drawn at random from the list so far, as already listed:
Value order – TAG inh | TAG inh DAPI viability
COc1ccc(Nc2nc(-c3ccc4c(c3)NC(=O)CO4)cs2)cc1
    14 | -3
CCOC(=O)/C(=N\Nc1ccccc1Cl)N1CC(C)OC(C)C1 (configuration not stated)
    0 | -3
O=C(O)CC1C(=O)NCCN1C/C=C/c1ccccc1 (configuration not stated)
    -4 | 4
CCCCN1CC(O)=C(c2nc3ccccc3s2)C1=N
    4 | -3

Later entries:
Value order – TAG inh | TAG inh DAPI viability
COc1ccccc1NS(=O)(=O)c1cc(NC(=O)C2CCCO2)ccc1C (configuration not stated)
    -16 | -1
c1ccc(-c2nc(N3CCOCC3)c3ccccc3n2)nc1
    8 | -10
Cc1nc2c(=O)oc3ccccc3c2n1-c1ccccc1
    1 | -8
CCCn1cc(SCC(=O)NCc2ccc3c(c2)OCO3)c2ccccc21
    -9 | -3
CC(=O)Nc1ccc(S(=O)(=O)N(C)CC(=O)Nc2cccc(S(=O)(=O)N3CCCC3)c2)cc1
    -8 | -3
COC(=O)CCCC1=CC2=C(c3ccccc3)C(=O)C(C)(OC(=O)C3CCCC3)C(=O)C2=CN1c1ccc(OC)cc1 (configuration not stated)
    3 | -2
NC(=O)c1ncn([C@@H]2O[C@H](CNCc3ccc(OCC(=O)Nc4ccccn4)cc3)[C@@H](O)[C@H]2O)n1
    0 | -12
CSc1ccccc1C(=O)OCC(=O)N1CCCCCC1
    -2 | 0
CC(C)c1ccc(S(=O)(=O)c2cc3cc(Br)ccc3oc2=O)cc1
    -13 | 1
COC(=O)c1cccc(NC(=O)NC23CC4CC(CC(C4)C2)C3)c1
    3 | -2
CCCNC(=O)c1c(O)c2c([nH]c1=O)CCCC2
    -8 | -2
O=C(CCNS(=O)(=O)c1ccc(F)c(F)c1)NCCN1CCOCC1
    -12 | 7
COc1ccc(Br)cc1S(=O)(=O)NCCCN1CCOCC1
    9 | -2
C/C(=N\NC(=O)c1ccc(CSc2nncn2C)cc1)c1ccc(Cl)cc1
    0 | -7
C/C(=N/NC(=O)CN1CCN(Cc2ccccc2Cl)CC1)c1cccnc1
    4 | -2
CCOc1ccccc1NC(=S)NCCCn1ccnc1
    0 | -1
Nc1nc(Nc2ccccc2F)nc(N2CCOCC2)c1[N+](=O)[O-]
    6 | 2
CCN1CCN(CC(=O)Nc2cc(S(=O)(=O)N(CC)c3ccccc3)ccc2Cl)CC1
    -13 | 16
Cc1ccc(C)c(OCCC(=O)NCCc2ccc(F)cc2)c1
    -1 | 1
O=C(CN1CCN(C(c2ccccc2)c2ccccc2)CC1)NCc1ccccc1
    -11 | 6
Cc1cccc(OCCCN2CCOCC2)c1
    -1 | -2
Cc1cc(N2C(=O)C(=O)/C(=C(/O)c3ccccc3)C2c2cccs2)no1 (configuration not stated)
    -3 | 7
Cc1ccc2c(c1)-c1c(cnn1CC(=O)N1CCCN(Cc3ccccc3F)C1)CO2
    10 | -9
CCCN(CC(=O)Nc1ccccc1C)C(=O)Cc1c[nH]c2ccccc12
    2 | 2
CCCCN1C(=O)/C(=C/C=C2\SCCN2C)SC1=S
    -16 | -2
C=CCNCc1cccn1-c1sc2c(c1C#N)CCCC2
    13 | 4
CCCNC(=O)NC(=O)CSc1nc2ccccc2c(=O)n1Cc1ccncc1
    -19 | 6
Cc1cc(C)nc(SCc2cn3c(C)cc(C)nc3n2)n1
    14 | 2
O=C(Nc1nc2ccsc2c(=O)s1)C1CCC1
    6 | 0
CCCS(=O)(=O)NC(=O)C1(C)CCCN(C(=O)c2ccc(OC)cc2)C1 (configuration not stated)
    9 | 3

Some of the entries so far, tab-delimited:
SMILES	TAG inh	TAG inh DAPI viability
Cc1ccc2c(c1)-c1c(cnn1CC(=O)N1CCCN(Cc3ccccc3F)C1)CO2	10	-9
CCCN(CC(=O)Nc1ccccc1C)C(=O)Cc1c[nH]c2ccccc12	2	2
CCCCN1C(=O)/C(=C/C=C2\SCCN2C)SC1=S	-16	-2
C=CCNCc1cccn1-c1sc2c(c1C#N)CCCC2	13	4

Additional records follow:
Value order – TAG inh | TAG inh DAPI viability
Cc1cccc(NC(=O)C(=O)NCC2CCCO2)c1 (configuration not stated)
    1 | -1
O=C(O)c1c[nH]c2nccnc12
    -1 | 4
CCOC(=O)c1ccc(NC(=S)NCc2ccc(F)cc2)cc1
    -14 | 3
CCCc1nnc(SCC(=O)O)n1CC
    3 | 3
O=c1cc(-c2ccccc2)nc2c(Cl)cc(Cl)cn12
    6 | -2
Cc1cccc(C(=O)Nc2ccc(S(=O)(=O)N3CCOCC3)cc2C)c1
    11 | 0
O=C(Nc1nc2c(Cl)c(Cl)ccc2s1)C1CC1
    10 | -10
Cn1cc(C(=O)c2cccc(Cl)c2)cc1/C=N\O
    1 | 6
CC(C)(C)OC(=O)NCCCC[C@H](NC(=O)c1[nH]cnc1C(=O)Nc1ccccc1)C(=O)OC(C)(C)C
    -4 | -1
CC(=O)Nc1ccc(NC(=O)c2sc3nc4n(c(=O)c3c2C)CCCCC4)cc1
    -7 | -6
CCCC(CCC)C(=O)NNc1cc(=O)c2c(=O)n(C)c(=O)n(C)c2[nH]1
    7 | -3
CCOC(=O)C1=C(C)NC2=C(C(=O)c3ccccc32)C1c1cccnc1 (configuration not stated)
    9 | -3
Cc1cccc(C)c1NC(=O)CSc1nnc(-c2ccoc2C)n1CCc1ccccc1
    9 | -12
COc1ccc(OC)c(N(CC(=O)N2CCCC2)S(C)(=O)=O)c1
    4 | -7
CN(Cc1cccs1)C(=O)CSc1nnnn1C
    10 | -6
O=C(COc1cccnc1[N+](=O)[O-])N1N=C(c2ccc(Cl)cc2)CC1c1ccco1 (configuration not stated)
    -5 | -10
Cc1nc(SCC(=O)O)c(C#N)c2c1CCCC2
    -8 | 0
Cc1ccc(O)c(Nc2ncnc3ccccc23)c1
    4 | -7
